CHO parental Ca: ATP-evoked calcium signal inhibitors, parental CHO, primary screen, counter-screen for OX1R antagonist project, cell-based, fluorescence, Fluo-8 calcium dye; inhibition, % at 5.6 µM; AID 463079, 2010; parental CHO-K1, ATP-induced calcium, Fluo-8 fluorescence; 330,000 tested, 0.63% active;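 active = inhibition above that plate's mean sample inhibition plus 3 SD, cut at about 26% in these data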;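 note: 0% = ATP-challenged DMSO wells and 100% = DMSO wells without ATP; some compounds past the cut are filed as inactive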
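Measured by: calcium-sensitive Fluo-8 fluorescence / Test system: CHO parental line / Controls: ATP-challenged DMSO wells low, unchallenged DMSO wells high / Measure: % inhibition / Compound: single nominal dose of 5.6 µM per compound / Replicates: single well per compound, no replicates / Reagent: ATP as calcium-mobilizing challenge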
M1 antag: human M1 muscarinic receptor antagonists, primary screen, CHO-K1 cells, Fluo-8 calcium fluorescence, 1536-well; Muscarinic acetylcholine receptor M1 (Homo sapiens), P11229; CHO-K1 hM1, ACh EC80 antagonist; inhibition, % at 3 µM; 360,000 tested, 1.3% active; AID 588852, 2011;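 active = percent inhibition above its own plate's cutoff, namely the mean of that plate's compound wells plus 3 SD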;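 note: peak over basal fluorescence ratio during 140 s after agonist addition; 0% = ACh EC80 plus DMSO and 100% = DMSO alone without agonist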
M1 ag parental: counter-screen for M1 agonists: effect in parental CHO-K1 cells. activation, % at 3 µM. Fluo-8 calcium fluorescence; scaled to maximal ATP response, vehicle zero. AID 602248, 2012. 360,000 tested, 0.48% active; in the data active = activation above about 15%;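 note: untransfected CHO-K1 host cells lacking M1 receptor as counterscreen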
CHO-K1 Ca PAM: nonselective calcium activators in parental CHO-K1 cells, primary screen, counter-screen for M1 PAM project, cell-based, Fluo-8 calcium fluorescence, full deck, 1536-well | 360,000 tested, 0.02% active | AID 602247, 2012 | ATP EC20; 0% at ATP EC20, 100% at ATP max | activation, % at 3 µM;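 active = activation above the run cutoff, the mean activation of all test compounds plus 3 SD, cut at about 40% in these data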;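 note: peak over basal fluorescence ratio in a 140 s read after ATP addition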
OXTR potentiator: human OXTR potentiators, primary screen, fluorescence, CHO-OTR cells, Fluo-8 calcium; 320,000 tested, 0.061% active; AID 2445, 2010; Oxytocin receptor (Homo sapiens), P30559; Fluo-8 calcium fluorescence, potentiator mode; 0% = oxytocin EC15, 100% = EC100; activation, % at 3 µM;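 active = activation above that plate's cutoff, the mean activation of tested compounds plus 3 SD, cut at about 6.6% in these data, passing the limit was not always enough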;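 note: 100% uses oxytocin at 75 nM as the full agonist control; some results filed as inactive read as strong as hits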
Target sequence (P30559 whole entry, looked up): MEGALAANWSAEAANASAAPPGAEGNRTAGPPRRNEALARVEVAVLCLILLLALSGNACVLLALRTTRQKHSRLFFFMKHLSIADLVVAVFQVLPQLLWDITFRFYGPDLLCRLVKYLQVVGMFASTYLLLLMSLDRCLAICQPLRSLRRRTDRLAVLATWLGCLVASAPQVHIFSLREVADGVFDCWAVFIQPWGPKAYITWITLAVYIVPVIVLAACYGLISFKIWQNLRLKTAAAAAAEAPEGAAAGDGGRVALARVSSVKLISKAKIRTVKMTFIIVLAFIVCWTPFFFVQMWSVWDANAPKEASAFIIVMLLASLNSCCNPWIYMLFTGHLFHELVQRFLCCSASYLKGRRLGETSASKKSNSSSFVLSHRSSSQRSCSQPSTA
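Material: CHO-OTR cells, human receptor; compound dosing: single dose, 3.0 µM nominal final compound concentration; schedule: 6 min compound pre-incubation at room temperature, 100 s kinetic read; measured by: kinetic Fluo-8 calcium fluorescence; read-out basis: % activation vs EC15 and EC100 oxytocin; controls: EC15 oxytocin alone as 0%, 75 nM oxytocin as 100%; replicates: singlicate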
CHO-K1 Ca antag: counter-screen for M1 antagonists: effect in parental CHO-K1 cells; ATP-induced calcium, Fluo-8 fluorescence; inhibition, % at 3 µM; 360,000 tested, 0.6% active;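 active = inhibition above a per-plate cutoff, the plate's mean sample inhibition plus 3 SD, cut at about 24% in these data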;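 note: 0% = DMSO plus EC80 ATP and 100% = DMSO alone without ATP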
CHRM1 agonist: human M1 muscarinic receptor agonists, primary screen, Fluo-8 calcium fluorescence, CHO-K1 cells, HTS; activation, % at 3 µM; 360,000 tested, 0.33% active; CHO-K1 hM1, agonist mode; 0% DMSO, 100% acetylcholine EC100; Muscarinic acetylcholine receptor M1 (Homo sapiens), P11229;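 active = activation above the run's mean compound activation plus 3 SD, cut at about 16% in these data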;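 note: peak over basal fluorescence ratio within a 140 s kinetic read after compound addition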
TAAR1 antagonist: human TAAR1 antagonists, primary screen, Fluo-8 calcium fluorescence, CHO RD-HGA16 cells; antagonist; inhibition, % at 3 µM; 360,000 tested, 1.5% active;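 active = inhibition above a per-plate cutoff, the mean inhibition of test compounds on that plate plus 3 SD, cut at about 49% in these data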;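 note: 0% = DMSO plus EC80 beta-PEA response and 100% = DMSO alone without agonist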
Target sequence (Q96RJ0 whole entry, looked up): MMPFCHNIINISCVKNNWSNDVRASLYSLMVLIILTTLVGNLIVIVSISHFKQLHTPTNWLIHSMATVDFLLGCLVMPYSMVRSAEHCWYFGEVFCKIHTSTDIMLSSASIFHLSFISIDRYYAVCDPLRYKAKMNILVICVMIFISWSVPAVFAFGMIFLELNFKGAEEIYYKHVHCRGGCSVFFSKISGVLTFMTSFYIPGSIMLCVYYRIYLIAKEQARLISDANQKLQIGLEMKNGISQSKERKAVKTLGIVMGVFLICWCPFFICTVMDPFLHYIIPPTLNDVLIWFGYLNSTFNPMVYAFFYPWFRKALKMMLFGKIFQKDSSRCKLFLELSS
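Test system – hTAAR1-expressing CHO RD-HGA16 cells, Gα16-coupled · Also added – β-PEA at EC80 concentration, post-compound challenge · Compound – 3 µM, single point · Incubation – dye loading 75 min at 37 °C, then 30 min room temperature · Measured by – Fluo-8 intracellular calcium dye fluorescence, real-time kinetic reads · Benchmarks – vehicle and agonist controls · Replicates – singlicate, one well per test compound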
TAAR1 agonist: human TAAR1 agonists, primary screen, Fluo-8 calcium fluorescence, CHO RD-HGA16 cells; activation, % at 3 µM; Trace amine-associated receptor 1 (Homo sapiens), Q96RJ0; AID 624467, 2012; 360,000 tested, 0.99% active; vehicle wells 0%, saturating PEA agonist 100%;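 active = activation above the mean activation of all test compounds in the run plus 3 SD, cut at about 38% in these data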
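System: CHO RD-HGA16 cells carrying human TAAR1 plus Gα16; Incubation: 17-24 h seeding, 75 min 37 °C dye, 30 min RT; Measured by: Fluo-8 fluorescence, 5 s baseline then 140 s kinetic read; Control set: DMSO and PEA EC100; Replication: single well for each compound.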
Starred values were filed as active, the others as inactive; . = no result given. Random draw from the library; about 4.2% have a hit in one of these screens.

SMILES | CHO parental Ca | M1 antag | M1 ag parental | CHO-K1 Ca PAM | OXTR potentiator | CHO-K1 Ca antag | CHRM1 agonist | TAAR1 antagonist | TAAR1 agonist
COc1ccc(CN(CC(=O)NCc2ccccc2)C(=O)CCC(=O)Nc2cc(C)ccn2)cc1 | -27.6 | -7.9 | 2.5 | 3.3 | -3.5 | -15.0 | -6.6 | 7.7 | 2.6
COC(=O)Cn1c(O)c(N=NC(=O)CNC(=O)c2ccc3c(c2)OCCO3)c2ccccc21 | -13.9 | -1.2 | 1.2 | 17.3 | -2.2 | -18.9 | -5.4 | -16.1 | 3.1
CCOC(=O)c1ccc(NC(=O)C(CC)(CC)C(=O)OCC)cc1 | -10.4 | 4.8 | -0.4 | -3.4 | 1.7 | 25.0* | -4.7 | 14.2 | 11.1
COC(=O)c1[nH]c2cc(OC)ccc2c1NC(=O)CN1CCN(c2cccc(C)c2)C(C)C1 (stereo not given) | -34.1 | -3.9 | 4.7 | 31.3 | -20.1 | -17.2 | -3.7 | 7.6 | 4.7
Cc1ccc(-c2csc3nnc(SCC(=O)NCc4ccco4)n23)cc1 | -8.1 | -6.5 | -0.6 | 10.2 | 4.3 | -2.7 | -6.0 | -10.5 | 9.1
COc1ccc(C(=O)NC(C)C2CC3CCC2C3)cc1 (stereo not given) | -5.1 | -6.1 | -0.1 | -8.5 | -13.8 | 0.5 | -4.7 | -24.9 | -0.3
COc1ccc(CC(=O)N2CCC(c3ccccc3)C2)cc1 (stereo not given) | -1.8 | -7.5 | 1.2 | -4.1 | -4.2 | -12.9 | -5.5 | 19.2 | 4.6
CCC1(CC)NC(=O)N(CC(=O)OC(C)C(=O)Nc2ccc(NC(C)=O)cc2)C1=O (stereo not given) | -5.8 | -2.1 | 0.3 | 11.7 | -8.8 | 4.6 | -2.7 | -16.9 | -0.3
COc1cc(CN(C)CCc2ccccn2)cc(OC)c1OC | -9.0 | -3.5 | -0.1 | -5.6 | -3.7 | 8.4 | -5.2 | -2.0 | 14.2
O=C(Nc1ccc(Cc2ccncc2)cc1)C1CCC(N2C(=O)C3CCCCC3C2=O)CC1 (stereo not given) | -15.5 | -1.3 | 7.1 | 17.9 | -5.8 | -7.1 | -6.8 | 18.6 | 6.6
COC(=O)C1=C(C)N(c2cc(Cl)cc(Cl)c2)C(=O)C1 | -21.4 | -15.5 | 1.2 | 13.6 | -6.6 | -14.3 | 1.0 | -4.5 | 1.5
Cc1ccc2nc(Nc3nc(-c4ccccc4)cc(=O)[nH]3)nc(C)c2c1 | -25.1 | -10.3 | 0.7 | 28.9 | -6.4 | -11.9 | -2.9 | -4.6 | 0.2
CCOC(=O)C1(C)CCCN(C(=O)c2c(-c3ccccc3)noc2C)C1 (stereo not given) | . | -4.8 | 0.1 | 8.5 | . | -7.3 | -4.0 | -9.4 | 0.9
C=CCn1c(=O)c2ccccc2n2c(SCC(=O)NCCc3ccccc3)nnc12 | -23.2 | -7.4 | 0.2 | 16.7 | -12.1 | -4.5 | -2.8 | -0.6 | 1.4
COc1ccc(CN2C(=O)C(O)(CC(=O)c3c(C)n[nH]c3C)c3ccccc32)cc1OC (stereo not given) | -5.0 | -4.1 | 0.5 | 16.4 | -5.6 | -6.0 | -3.5 | -6.9 | 9.1
CCCc1cc(C(=O)Nc2cnn(Cc3ccc(F)cc3)c2)no1 | -14.0 | -9.4 | 0.9 | 22.6 | 0.7 | -13.7 | -4.3 | -6.9 | -2.8
COc1ccc(-c2noc(C3CCCN(S(=O)(=O)c4ccc(C)c(Cl)c4)C3)n2)cc1OC (stereo not given) | -17.3 | 7.9 | 0.2 | 18.1 | -1.2 | -7.7 | -2.8 | -4.7 | 8.4
Cc1cc(NC(=O)CSCC(=O)Nc2nc3ccccc3[nH]2)no1 | -7.0 | -11.8 | 0.5 | 7.3 | 1.7 | 1.2 | -2.3 | -9.7 | 0.3
O=C(CCNC(=O)c1ccccc1Cl)Nc1nc2ccccc2s1 | -19.6 | -1.6 | 1.5 | 3.8 | -8.9 | -6.7 | -4.2 | 3.9 | 2.2
COC(=O)c1ccc(CN2C(=O)c3ccccc3S2(=O)=O)cc1 | -5.7 | -9.5 | 2.3 | 16.7 | 0.0 | -4.6 | -5.4 | 15.4 | 22.4
CC(=O)NCCn1c(SCC(=O)NCCC(C)C)nc2ccccc2c1=O | -5.8 | -5.8 | -0.1 | 11.9 | -4.1 | -3.4 | -4.0 | -8.3 | 7.1
NS(=O)(=O)c1ccc(NC(=S)Nc2ccc(OCc3ccccc3)cc2)cc1 | -5.6 | -0.8 | -0.1 | 5.4 | 10.0 | 4.1 | -6.6 | 0.9 | 2.1
CCOc1ccc(OCC)c(NC(=O)CN2CCN(c3cccc(C)c3)C(C)C2)c1 (stereo not given) | -22.4 | -22.6 | -0.3 | 0.3 | -12.0 | 4.2 | -1.6 | -16.2 | 4.6
Cc1c(CCCN)c2ccccc2n1Cc1ccccc1 | 2.6 | -0.3 | 2.1 | 7.0 | -3.8 | -3.4 | -2.9 | -10.6 | 26.1
COC(=O)c1ccc(Oc2cc(C)nc(NCc3ccccc3)n2)cc1 | -34.4 | 1.4 | -0.4 | 9.9 | -14.4 | -0.7 | -3.2 | 3.1 | 10.5
Following part:
SMILES | CHO parental Ca | M1 antag | M1 ag parental | CHO-K1 Ca PAM | OXTR potentiator | CHO-K1 Ca antag | CHRM1 agonist | TAAR1 antagonist | TAAR1 agonist
CCCCC1CCC(C(=O)NCC(c2ccco2)N2CCOCC2)CC1 (stereo not given) | -33.2 | -1.4 | 0.8 | 7.6 | 0.8 | -17.1 | -3.4 | -11.4 | 0.5
COc1ccc(C(=O)COC(=O)CCn2c(C)csc2=O)c(OC)c1 | . | -1.0 | 0.9 | -11.5 | . | 1.3 | -0.9 | -6.8 | 0.3
CCCc1nnc(SCC(=O)N2CCOCC2)n1CCCOC | -1.7 | -19.4 | -0.3 | -0.4 | -16.4 | 3.8 | 0.2 | 4.2 | 1.6
OCCNCC(O)Cn1c2ccccc2c2ccccc21 (stereo not given) | -15.7 | -11.3 | 1.3 | 27.4 | -9.8 | -24.4 | -2.1 | -30.0 | 1.5
CC(=O)c1ccc(Nc2nc(C(N)Cc3ccc(Cl)cc3)cs2)cc1 (stereo not given) | . | -0.9 | 8.4 | 9.3 | . | -4.4 | 9.4 | 6.9 | 49.7*
Cc1cc(/C=N\O)c(C)n1-c1ccncc1 | 1.1 | -13.0 | -0.2 | 21.1 | -2.6 | -8.3 | -0.3 | -0.5 | 5.3
Cc1cc(C)n(-c2nc3c(c(=O)[nH]c(=O)n3C)n2CC(O)COc2ccccc2)n1 (stereo not given) | -14.1 | -10.0 | 2.6 | 17.2 | -1.5 | 0.4 | -3.2 | -8.1 | 19.9
CCc1ccc(N2CC(C(=O)Nc3nccs3)CC2=O)cc1 (stereo not given) | -18.7 | 6.2 | 0.7 | 16.6 | -3.6 | -9.6 | -2.2 | 5.8 | 5.5
CCc1ccc(NC(=O)C(=O)NCCN2CCN(C(=O)c3ccc(OC)cc3)CC2)cc1 | . | -9.4 | 3.6 | 24.2 | . | -12.8 | 1.9 | 2.7 | -0.1
COc1ccc(C(C(=O)NCc2ccccc2)N(Cc2cccnc2)C(=O)c2snc(C(N)=O)c2N)cc1OC (stereo not given) | -9.1 | -9.3 | 3.8 | 2.5 | -7.5 | -5.7 | -2.8 | 19.9 | 4.3
COc1cccc(NC(=O)CNCc2ccccc2)c1 | -13.2 | -18.8 | 1.2 | 12.9 | -6.9 | 2.9 | -2.4 | 2.8 | 1.0
O=C(NCC(c1ccco1)N1CCN(c2ccccc2F)CC1)C(=O)NC1CCCCC1 (stereo not given) | -11.9 | -10.1 | 2.9 | -4.9 | 2.7 | -8.8 | -0.6 | -68.0 | 0.5
CCCn1c(SCCC(=O)O)nc2ccccc21 | 0.0 | -4.3 | 1.4 | 3.0 | -18.5 | -17.3 | -3.6 | -9.3 | 1.6
Cc1ccc([C@H]2N[C@]3(CCCN(Cc4ccccc4)C3=O)[C@H]3C(=O)N(C)C(=O)[C@@H]23)cc1 | . | -3.8 | -0.2 | -7.7 | . | 9.4 | -3.9 | -2.4 | 1.1
CCOc1ccc(Nc2cc(C)nc3ccc(C)cc23)cc1 | -4.7 | 6.8 | 1.2 | -1.2 | -8.3 | -3.6 | -7.0 | -41.7 | 3.6
Nc1nonc1C(=O)NCCN=Cc1ccccc1O | -0.3 | -7.5 | 1.2 | 8.2 | -6.8 | -5.2 | -0.8 | 17.7 | 9.0
CCOC(=O)n1cc(C(=O)c2ccccc2O)cn1 | -8.4 | -7.5 | 0.7 | 8.6 | 1.2 | -6.9 | -1.8 | 19.4 | 1.4
O=C1NC(=S)SC1=C1CCCC1 | -15.2 | -0.8 | 0.3 | -7.5 | -2.1 | -8.3 | -5.0 | -3.1 | -1.2
CCN(CCn1cccn1)Cc1c(C(=O)N2CCCCCCC2)nc2ccc(Cl)cn12 | -18.7 | 0.6 | 0.0 | -8.3 | -5.3 | 3.7 | -5.8 | 1.1 | 10.2
O=C(N/N=C/c1cccnc1)NC12CC3CC(CC(C3)C1)C2 | -11.4 | -1.3 | 2.0 | 11.7 | -11.7 | -12.2 | 4.5 | -23.2 | 2.2
O=C1CCN(Cc2ccccc2)CCN1[C@H](CO)c1ccccc1 | -6.2 | 15.7 | 1.0 | 7.0 | 1.4 | -10.8 | -13.1 | 7.1 | 5.4

Profiles from above. Order of values: CHO parental Ca	M1 antag	M1 ag parental	CHO-K1 Ca PAM	OXTR potentiator	CHO-K1 Ca antag	CHRM1 agonist	TAAR1 antagonist	TAAR1 agonist
Results for `COc1ccc(C(C(=O)NCc2ccccc2)N(Cc2cccnc2)C(=O)c2snc(C(N)=O)c2N)cc1OC` (stereo not given) = -9.1	-9.3	3.8	2.5	-7.5	-5.7	-2.8	19.9	4.3
Results for `Cc1cc(/C=N\O)c(C)n1-c1ccncc1` = 1.1	-13.0	-0.2	21.1	-2.6	-8.3	-0.3	-0.5	5.3
